Compound activity as filed in PubChem BioAssay.
HRas wt GTP bind = modulators of GTP binding to human HRas wildtype | AID 759 | 0.14% of 190,000 active | P01112 | GTP binding activity, % at 10 µM | GST-Ras wt beads, Bodipy-FL-GTP binding, flow cytometry; actives lie on both sides;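 active means GTP binding activity at least 20% away from the 100% baseline, either lowered as inhibitor or raised as activator; inconclusive means flagged as likely green fluorescent, judged across all proteins in the well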;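 further: 0% = unlabeled GTP competition control and 100% = no-compound control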
RGS8-Gao reg = human RGS8-Galphao interaction regulation. P09471. multiplexed bead flow cytometry, RGS8-Galphao binding; actives lie on both sides. response (percent of control binding), % at 10 µM. 0.34% of 220,000 active; in the data active means response below about 60% or above about 140%; inactive means in between;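 further: Galphao activated as the GDP aluminium fluoride complex binding bead-coupled RGS8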
Target sequence (P09471 whole entry, looked up): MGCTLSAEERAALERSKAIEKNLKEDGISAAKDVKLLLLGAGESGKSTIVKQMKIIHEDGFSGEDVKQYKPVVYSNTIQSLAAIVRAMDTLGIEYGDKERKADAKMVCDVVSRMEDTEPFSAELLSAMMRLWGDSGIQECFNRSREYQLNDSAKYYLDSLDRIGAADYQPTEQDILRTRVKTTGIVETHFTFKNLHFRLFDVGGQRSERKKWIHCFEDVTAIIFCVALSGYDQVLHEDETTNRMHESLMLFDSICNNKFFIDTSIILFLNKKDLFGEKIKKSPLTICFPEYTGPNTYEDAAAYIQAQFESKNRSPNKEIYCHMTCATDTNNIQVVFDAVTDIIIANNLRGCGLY
Rab7 wt GTP bind = alters GTP binding to wildtype dog Rab7; GST-Rab7 beads, fluorescent GTP binding, flow cytometry; actives lie on both sides; untreated = 100%, excess cold GTP = 0%; GTP binding activity (percent of control), % at 10 µM; 0.055% of 190,000 active;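 active means fluorescent GTP binding to Rab7 beads changed by at least 20 points from the 100% baseline, either direction, mostly lower; inconclusive means compound itself probably fluorescent, or too few beads counted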;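 further: median green fluorescence of bound Bodipy-FL-GTP per Rab7 bead population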
Bim-Mcl-1 = human Bim-Mcl-1 interaction inhibition. Bead-based flow cytometry, Bim peptide-Mcl-1 binding. inhibition, % at 10 µM. 0.1% of 190,000 active; in the data active means inhibition above about 40%;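 further: 0% = no compound tracer wells and 100% = peptide blocker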
Target sequence (Q07820 whole entry, looked up): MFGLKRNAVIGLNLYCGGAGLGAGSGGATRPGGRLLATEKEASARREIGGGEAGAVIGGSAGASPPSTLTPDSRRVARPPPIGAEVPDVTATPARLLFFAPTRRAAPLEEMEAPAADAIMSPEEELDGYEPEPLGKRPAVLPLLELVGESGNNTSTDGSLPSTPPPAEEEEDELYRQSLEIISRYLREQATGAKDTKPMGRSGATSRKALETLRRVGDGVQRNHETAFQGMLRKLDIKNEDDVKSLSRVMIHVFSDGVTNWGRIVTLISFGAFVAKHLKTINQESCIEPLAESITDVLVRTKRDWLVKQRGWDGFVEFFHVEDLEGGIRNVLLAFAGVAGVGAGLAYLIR
Mcl1-Noxa inh = Mcl-1/Noxa interaction inhibition; Q07820; TR-FRET Mcl-1/Noxa peptide binding, 2 h; inhibition, % at 21.7 µM; 1.5% of 220,000 active; AID 1022;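 active means compounds that cut the protein-peptide binding signal by more than 50% relative to plate controls in a single-dose test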;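 further: His-tagged Mcl-1 with rhodamine Noxa BH3 peptide and terbium anti-His antibody; 0% = Mcl-1 plus Noxa peptide wells and 100% = peptide-only wells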
Rab2A wt mod = changes GTP binding to wildtype dog Rab2A, up or down; GST-Rab2 wt beads, Bodipy-GTP binding, flow cytometry; P61105; 0.19% of 190,000 active; AID 760; GTP binding activity, % at 10 µM;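 active means GTP binding activity at least 20 points away from 100%, either lowered or raised; inconclusive means signal likely due to the compound's own green fluorescence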;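 further: 0% = beads with excess unlabeled GTP and 100% = no-compound control corrected for plate trend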
Rac1 wt GTP bind = modulators of human Rac1 wildtype GTP binding; P63000; GST-Rac1 beads, fluorescent GTP binding, flow cytometry; actives lie on both sides; 0 = cold GTP competed, 100 = untreated; GTP binding activity (% of control), % at 10 µM; 0.27% of 190,000 active;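 active means GTP binding activity at least 20 points away from the 100% control level, either lower or higher; inconclusive means compound flagged as likely green fluorescent, judged across all proteins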
Rac1 act GTP bind = human Rac1 activated mutant GTP binding change; GST-Rac1 activated beads, fluorescent GTP binding, flow cytometry; actives lie on both sides; 100% means binding = to untreated wells; percent activity (GTP binding), % at 10 µM; 0.11% of 190,000 active;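 active means GTP binding at least 20 percentage points away from the 100% baseline, in either direction, so actives lie on both sides; inconclusive means Compound likely fluorescent itself, or too few beads counted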
Mcl1-Bid inh = disrupts binding of human Mcl-1 to Bid peptide; Q07820; 0.97% of 220,000 active; TR-FRET Mcl-1/Bid-Dy647 peptide binding, 1536-well; inhibition, % at 21.7 µM;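 active means compounds that cut the binding signal by more than half at the single screening dose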;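 further: His-tagged Mcl-1 with europium anti-His antibody binding Bid BH3 peptide; 0% = Mcl-1 plus peptide wells and 100% = peptide-only wells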
Pf gamet viab = P. falciparum stage V gametocyte viability inhibition; 0.065% of 150,000 active; inhibition, % at 10.9 µM; P. falciparum stage V gametocytes, ATP luminescence, 24 h; AID 743093;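 active means inhibition above the mean plus 3 SD of compounds within the control limits, set per campaign, cut at about 38% in these data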;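 further: 0% = DMSO wells and 100% = medium only without gametocytes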
Cdc42 wt GTP = changes GTP binding to wildtype human Cdc42 | GST-Cdc42 beads, Bodipy-GTP binding, flow cytometry; actives lie on both sides | percent activity (GTP binding), % at 10 µM | 0.2% of 190,000 active;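 active means percent activity GTP binding at least 20 points away from the 100% baseline, either down as inhibitor or up as activator; inconclusive means compound flagged as likely green fluorescent from well-wide comparison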;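 further: median bead fluorescence of bound Bodipy-FL-GTP at 100 nM; 0% = excess unlabeled GTP control and 100% = no compound control; below 100% means less GTP binding so inhibitor and above means activator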
Target sequence (P60953 whole entry, looked up): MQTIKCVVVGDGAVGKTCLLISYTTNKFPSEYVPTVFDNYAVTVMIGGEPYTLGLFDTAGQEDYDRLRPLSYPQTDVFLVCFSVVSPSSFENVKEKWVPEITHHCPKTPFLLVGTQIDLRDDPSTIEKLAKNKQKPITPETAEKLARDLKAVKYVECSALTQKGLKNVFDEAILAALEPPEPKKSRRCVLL
* marks the source's active call; other numbers are inactive results; u = inconclusive; x = no result given.

canonical_smiles	HRas wt GTP bind	RGS8-Gao reg	Rab7 wt GTP bind	Bim-Mcl-1	Mcl1-Noxa inh	Rab2A wt mod	Rac1 wt GTP bind	Rac1 act GTP bind	Mcl1-Bid inh	Pf gamet viab	Cdc42 wt GTP
COc1ccc(NC(=O)C(CCSC)N2C(=O)c3ccccc3C2=O)cc1 (stereo not given)	98.0	96.8	99.0	8.0	17.4	98.0	101.0	98.0	-7.0	3.7	97.0
COC(=O)c1sccc1N/N=C/c1cccc(OC)c1O	98.0	103.7	95.0	-1.0	15.3	95.0	101.0	100.0	-24.4	x	97.0
O=C(/C=C/c1ccc(Cl)c(Cl)c1)N1CCc2ccccc21	98.0	92.7	98.0	-3.0	-18.2	97.0	101.0	97.0	-21.4	x	99.0
Cc1ccc2c(c1)C(=O)N(CCCCO)C2=O	99.0	103.2	101.0	0.0	20.2	100.0	104.0	98.0	-28.3	13.2	100.0
COc1ccc(-c2csc3nc(-c4cccnc4)nc(Cl)c23)cc1OC	90.0	93.0	91.0	3.0	58.2*	88.0	89.0	89.0	7.7	2.1	92.0
CCOC(=O)C1CCCN(C(=O)c2cc3c(=O)n(C)c4ccccc4c3n2C)C1 (stereo not given)	100.0	98.8	97.0	0.0	5.0	100.0	105.0	101.0	-26.1	x	102.0
CCOC(=O)CN(C(=O)CNC(=O)c1cccs1)C(C(=O)NC1CCCC1)c1cccnc1 (stereo not given)	96.0	101.6	98.0	0.0	-7.7	95.0	98.0	98.0	8.5	x	97.0
Cc1cccc(OCCNC(=O)c2cccc(Oc3ccc(C(F)(F)F)cc3[N+](=O)[O-])c2)c1	94.0	99.1	96.0	-2.0	11.5	89.0	94.0	91.0	8.1	-9.2	93.0
CC1(C)CC(=O)c2c(nn(-c3ccccc3)c2-c2ccncc2)C1	100.0	103.3	97.0	-3.0	2.7	97.0	105.0	101.0	-3.0	-15.3	99.0
Cc1cccc(N2CCCC2=Nc2ccc(Br)cc2C#N)c1	97.0	102.0	99.0	-2.0	15.8	97.0	98.0	97.0	-8.8	x	97.0
CS(=O)(=O)N1CCN=C1SCc1ccc([N+](=O)[O-])cc1	100.0	103.1	106.0	-1.0	0.7	100.0	101.0	96.0	-18.8	x	99.0
CCOC(=O)c1nn(-c2ccc(C)cc2)cc1O	101.0	99.8	103.0	5.0	-3.9	99.0	112.0	96.0	-81.8	x	100.0
O=C1CCC(=O)N1c1cccc(OS(=O)(=O)c2ccccc2)c1	99.0	105.2	97.0	-3.0	4.4	98.0	104.0	97.0	-20.5	5.3	100.0
O=C(Cn1nnc2ccccc21)NCc1ccccc1	102.0	101.5	103.0	-3.0	8.8	103.0	106.0	99.0	-8.9	x	104.0
C/C(N)=C(/C#N)C(=O)COC(=O)CNS(=O)(=O)c1c(F)cccc1F	95.0	105.9	104.0	3.0	-0.7	96.0	93.0	94.0	-4.9	x	98.0
CCOc1ccc(NC(=O)CCCCn2c(=O)[nH]c3ccsc3c2=O)cc1	99.0	104.2	98.0	-4.0	8.8	98.0	103.0	96.0	-7.2	-28.6	98.0
CCOc1ccc(C(=O)N2CCN(Cc3ccccc3)CC2)cc1	103.0	101.3	104.0	0.0	9.2	102.0	105.0	100.0	1.8	x	102.0
CC(CCc1ccccc1)NC(=O)CN1CCSc2ccccc21 (stereo not given)	95.0	101.4	97.0	-4.0	-6.3	95.0	100.0	95.0	-9.9	-31.6	97.0
Cc1ccc2nc(-c3ccc(NC(=O)CN(C)S(=O)(=O)c4ccccc4)cc3)sc2c1	96.0	101.1	105.0	-2.0	6.0	98.0	93.0	92.0	-33.2	-33.3	97.0
COCCn1c(/C=C/c2ccccc2)nc2ccccc21	98.0	103.3	101.0	-2.0	-1.9	95.0	101.0	97.0	1.3	12.3	101.0
COc1ccccc1NC(=O)NS(=O)(=O)c1ccc(C)cc1	98.0	102.6	95.0	-6.0	13.1	95.0	98.0	96.0	-6.4	x	98.0
O=C(CC(NC(=O)c1ccccc1Cl)c1ccccc1)NCCc1ccc(Cl)cc1 (stereo not given)	100.0	99.5	102.0	-4.0	-0.8	100.0	103.0	99.0	-19.8	-14.1	106.0
O=c1cc(-c2ccc(F)cc2F)[nH]c2ccccc12	102.0	100.9	100.0	0.0	7.0	104.0	110.0	99.0	0.7	x	104.0
O=C(NC(=S)Nc1nc2c(s1)CSc1ccccc1-2)c1ccccc1	98.0	96.7	97.0	-1.0	72.7*	97.0	100.0	95.0	-18.0	11.8	99.0
O=C(Cc1coc(-c2ccc(F)cc2)n1)N1CCOCC1	103.0	100.0	103.0	-4.0	4.5	101.0	104.0	99.0	-18.4	x	103.0
Cc1csc(NC(=O)CSc2nc(C)cs2)n1	100.0	99.1	100.0	-5.0	19.4	101.0	106.0	99.0	-5.2	-14.5	102.0
O=C(NNC(=O)c1ccccc1Br)c1ccc(Cl)c(Cl)c1	98.0	99.1	96.0	0.0	1.3	98.0	98.0	97.0	-35.2	-7.8	99.0
Cc1ccc(SCC(=O)Nc2ccc(N3CCOCC3)cc2)cc1	97.0	101.0	95.0	0.0	16.8	93.0	97.0	95.0	-21.3	-10.1	100.0
Cc1ccccc1C(=O)OCCN(C)Cc1ccccc1	94.0	102.0	101.0	5.0	14.4	97.0	98.0	97.0	-19.2	x	99.0
COc1cccc(C2SCC(=O)N2c2ccc(Br)cc2)c1OC (stereo not given)	97.0	99.4	96.0	-2.0	2.9	96.0	101.0	99.0	-11.3	x	97.0
CCCSc1nc(N2CCOCC2)c2c(c1C#N)CCCC2	100.0	96.4	103.0	2.0	15.0	101.0	101.0	95.0	-9.2	x	99.0
CC(=O)C1C(c2cccc([N+](=O)[O-])c2)C2C(C)=NN=C2CC1(C)O (stereo not given)	102.0	101.2	96.0	-2.0	8.9	101.0	108.0	100.0	-24.8	2.4	105.0
CCC(=O)c1ccc(N2CCN(C(=O)COc3ccccc3F)CC2)c(F)c1	98.0	102.5	106.0	0.0	-2.8	98.0	102.0	98.0	47.5	3.1	99.0
Cc1ccc(NC(=O)C(C)N2C(=O)C3C4CC(C(Br)C4Br)C3C2=O)cc1 (stereo not given)	99.0	103.2	94.0	-1.0	7.8	95.0	96.0	98.0	-6.9	11.7	96.0
CCOc1cc(/C=C2\SC(=S)N(NC(=O)c3cccnc3)C2=O)ccc1O	93.0	104.4	99.0	1.0	25.2	93.0	94.0	91.0	-17.8	-7.3	91.0
O=C1Nc2ccccc2C(O)(C(=O)NCc2ccco2)N1c1ccccc1 (stereo not given)	102.0	100.9	98.0	0.0	12.1	102.0	103.0	102.0	-8.8	x	104.0
CCc1ccccc1NC(=O)CSc1nnc([C@@H](N)Cc2ccccc2)o1	98.0	91.5	102.0	-2.0	29.2	99.0	103.0	97.0	0.5	3.3	102.0
OC(COc1ccc(Cl)cc1)CN1C2=NCCCN2c2ccccc21 (stereo not given)	100.0	101.9	98.0	-2.0	3.3	98.0	102.0	98.0	-23.0	0.2	101.0
CNc1ccc(/C=C(\CCC(=O)O)c2nc3ccccc3s2)cc1[N+](=O)[O-]	91.0	102.8	89.0	-2.0	34.0	83.0	84.0	81.0	-80.1	-7.1	85.0
O=C(NC1CCCC1)C1CC1c1ccccc1 (stereo not given)	100.0	96.4	104.0	-11.0	6.9	100.0	108.0	98.0	6.8	x	103.0
COc1ccc(CCNC(=O)Nc2ccc3c(c2)OCO3)cc1OC	95.0	102.2	97.0	0.0	35.2	95.0	92.0	94.0	-48.3	-2.4	96.0
COc1cccc(N=Nc2c(N)[nH][nH]c2=O)c1	98.0	102.3	100.0	-3.0	18.7	98.0	105.0	98.0	-59.3	-20.8	99.0
Cc1cccc(CSCCNC(=O)CSCc2ccc([N+](=O)[O-])cc2)c1	u	98.6	u	0.0	10.9	u	u	u	-0.8	x	u
COC(=O)c1cc(-c2ccc(Cl)cc2)n[nH]1	97.0	102.2	101.0	7.0	7.0	98.0	99.0	95.0	-39.1	-0.9	96.0
COc1ccc(C(O)C(CN2CCOCC2)c2ccccc2)cc1 (stereo not given)	105.0	102.2	101.0	0.0	20.4	105.0	108.0	101.0	5.6	x	103.0
CCCCn1c(NS(=O)(=O)c2ccc(C)cc2)c(S(=O)(=O)c2ccccc2)c2nc3ccccc3nc21	96.0	95.4	97.0	-2.0	35.5	92.0	97.0	90.0	27.1	4.1	96.0

Not a hit list, and some 2.9% of all compounds hit somewhere here.
